Polio RdRp inh = inhibitors of poliovirus RNA polymerase binding and polymerization. % elongation, % (compound at 16.7 µg/mL). AID 588519. poliovirus polymerase elongation, fluorescence polarization; hits give low values. hit rate 0.66% among 150,000; in the data active = % elongation below about 90%; note: some results filed as inactive read as strong as hits
Target sequence (P03300 1749-2209 limits assumed): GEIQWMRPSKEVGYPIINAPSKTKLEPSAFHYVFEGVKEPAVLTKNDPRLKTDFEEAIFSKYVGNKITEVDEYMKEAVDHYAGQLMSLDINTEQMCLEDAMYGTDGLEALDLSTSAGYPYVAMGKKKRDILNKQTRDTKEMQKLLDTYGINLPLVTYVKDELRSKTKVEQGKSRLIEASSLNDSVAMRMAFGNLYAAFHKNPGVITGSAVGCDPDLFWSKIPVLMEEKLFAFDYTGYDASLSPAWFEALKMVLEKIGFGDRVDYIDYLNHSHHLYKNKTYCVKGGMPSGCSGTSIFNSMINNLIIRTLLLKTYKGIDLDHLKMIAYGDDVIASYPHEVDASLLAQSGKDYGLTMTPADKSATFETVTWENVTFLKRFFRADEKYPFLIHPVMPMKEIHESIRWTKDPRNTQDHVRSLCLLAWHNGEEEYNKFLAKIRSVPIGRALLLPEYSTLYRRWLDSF
Polio RdRp inh FP z-score = also measured in Polio RdRp inh; calls as there; z-score; measured here: FP z-score; hits read low
Numbers without * were called inactive. Not all compounds are listed. The share of hits here may be higher or lower than overall.

SMILES	Polio RdRp inh	Polio RdRp inh FP z-score
COP(=O)(OC)C(O)C(Cl)(Cl)Cl (configuration not stated)	98	-0.5
O=C(C1CCN(c2nc3ccccc3[nH]2)CC1)N1CCN(c2ccccc2)CC1	115	1.8
O=C1Nc2ccccc2N(O)N1c1ccc(S(=O)(=O)N2CCCCCC2)cc1	105	3
CCOc1ccccc1C(=O)N1CCN(C(c2ccccc2)c2ccccc2)CC1	105	0.2
COc1cc(OC)cc(-c2nc3nc(C)c(CCC(=O)Nc4cc(F)ccc4F)c(C)n3n2)c1	101	-1.8
CCCn1c(=S)[nH]c2ccccc2c1=O	101	0.1
COc1ccc2nc(Nc3nnc(-c4cccs4)o3)sc2c1	101	0
COc1ccc(-c2nnc(SCC3CNC(=O)O3)n2C)cc1 (configuration not stated)	105	-0.1
CCN(C(=O)c1cccs1)C1CCS(=O)(=O)C1 (configuration not stated)	103	0.1
O=C(CCc1nc2ccccc2c(=O)[nH]1)Nc1ccc2c(c1)CCC2	101	-0.2
COc1ccc(CCNC(=O)c2cc3ccccc3c(=O)o2)cc1OC	102	0
O=C(COc1ccc2c(c1)OCO2)Nc1ccccc1C(F)(F)F	101	-0.5
O=c1sn(-c2ccccc2C(F)(F)F)c(=O)n1CC1CC1	100	-0.5
COC(=O)c1cc2occc2n1CC(=O)Nc1cccc(SC)c1	107	0.4
CC(C)n1c(-c2cccc(Br)c2)nc2ccccc21	101	0.1
COC(=O)CSc1nc2sc3c(c2c(=O)n1-c1ccccc1)CCC3	103	0.3
COC(=O)c1nnn(CC(=O)Nc2ccccc2)c1C(=O)OC	105	1.1
CNC(=O)C1CCN(c2nc3ccccc3nc2C(F)(F)F)CC1	99	-1.6
CN(C(=O)CSc1nc(-c2ccccc2)no1)c1ccc(F)cc1	109	0.4
CC(C)N(C(=O)CSc1ccc(-c2ccc3c(c2)OCCO3)nn1)C(C)C	96	-2.6
CC(C)(C)N1NC2(CCCCC2)NC1=O	103	0.5
Cc1cc(C(=O)Cn2c(=O)/c(=C\c3ccsc3)s/c2=C\C(=O)C(C)(C)C)c(C)n1C	112	1.2
CCOc1ccc(C(=O)Nc2cc(-c3nc4ccccc4s3)ccc2OC)cc1	101	-1.1
O=C1N(C2CCCCC2)C(=NC2CCCCC2)SC12CC2	106	0.2
COc1ccccc1NC(=O)N1CCOc2ccccc21	105	-0.3
CCOC(=O)c1c(NC(=O)c2cc3ccccc3o2)sc2c1CC(C)(C)OC2	97	-0.8
Cc1ccc(NC(=O)c2c(Cl)nc3ccccn23)cc1	102	0
CC1=NN(c2ccccc2)C(=O)/C1=C\c1ccc[nH]1	102	0.1
COc1ccc(N2Cc3ccccc3C2=NC(=O)c2ccncc2)cc1	102	0.3
Cc1cc(C)c(C(=O)COC(=O)c2cccc(OCc3c(C)noc3C)c2)cc1C	106	0.4
Cc1ccc(S(=O)(=O)NCCCO)cc1C(=O)O	99	-0.5
CCOC(=O)c1cnn(-c2cccc(Cl)c2)c1C1CCN(C(=O)OC(C)(C)C)CC1	113	1.4
CC(=O)c1ccc(N2CCN(C(=O)C3CCCN(S(=O)(=O)c4ccc(Br)s4)C3)CC2)cc1 (configuration not stated)	107	-0.4
O=c1[nH]c2ccccc2c(=O)o1	101	0.2
CCOC(=O)N1CCN(C(=O)c2ccc3nc(-c4ccccc4)c(-c4ccccc4)nc3c2)CC1	107	0.5
C=CCn1c(SCC(=O)c2cccs2)nc2sc(C)cc2c1=O	101	-0.4
COc1ccc(OC)c(N(CC(=O)NCc2ccccc2)S(=O)(=O)c2ccccc2)c1	106	0.6
CCC1CCCCN1C(=O)COC(=O)COc1ccc(Br)cc1 (configuration not stated)	103	0.8
Cc1cc(C)c2cc(C(=O)N3CCC(Cc4ccccc4)CC3)[nH]c2c1	108	0.5
Cc1ccc(C(=O)COC(=O)c2cccc(NC(=O)c3ccc(Br)cc3)c2)cc1	107	0.8

As a short view, part of the list above.
SMILES	Polio RdRp inh	Polio RdRp inh FP z-score
CCOc1ccc(C(=O)Nc2cc(-c3nc4ccccc4s3)ccc2OC)cc1	101	-1.1
O=C1N(C2CCCCC2)C(=NC2CCCCC2)SC12CC2	106	0.2
COc1ccccc1NC(=O)N1CCOc2ccccc21	105	-0.3
CCOC(=O)c1c(NC(=O)c2cc3ccccc3o2)sc2c1CC(C)(C)OC2	97	-0.8
Cc1ccc(NC(=O)c2c(Cl)nc3ccccn23)cc1	102	0
CC1=NN(c2ccccc2)C(=O)/C1=C\c1ccc[nH]1	102	0.1
COc1ccc(N2Cc3ccccc3C2=NC(=O)c2ccncc2)cc1	102	0.3
Cc1cc(C)c(C(=O)COC(=O)c2cccc(OCc3c(C)noc3C)c2)cc1C	106	0.4
Cc1ccc(S(=O)(=O)NCCCO)cc1C(=O)O	99	-0.5
CCOC(=O)c1cnn(-c2cccc(Cl)c2)c1C1CCN(C(=O)OC(C)(C)C)CC1	113	1.4
CC(=O)c1ccc(N2CCN(C(=O)C3CCCN(S(=O)(=O)c4ccc(Br)s4)C3)CC2)cc1 (configuration not stated)	107	-0.4
O=c1[nH]c2ccccc2c(=O)o1	101	0.2
CCOC(=O)N1CCN(C(=O)c2ccc3nc(-c4ccccc4)c(-c4ccccc4)nc3c2)CC1	107	0.5
C=CCn1c(SCC(=O)c2cccs2)nc2sc(C)cc2c1=O	101	-0.4
COc1ccc(OC)c(N(CC(=O)NCc2ccccc2)S(=O)(=O)c2ccccc2)c1	106	0.6
CCC1CCCCN1C(=O)COC(=O)COc1ccc(Br)cc1 (configuration not stated)	103	0.8
Cc1cc(C)c2cc(C(=O)N3CCC(Cc4ccccc4)CC3)[nH]c2c1	108	0.5
Cc1ccc(C(=O)COC(=O)c2cccc(NC(=O)c3ccc(Br)cc3)c2)cc1	107	0.8

The list goes on.
SMILES	Polio RdRp inh	Polio RdRp inh FP z-score
N#CC1=C2SCN(CCCc3ccccc3)CN2C(=O)CC1c1ccc(Cl)cc1 (configuration not stated)	102	0.1
Cc1n[nH]c(=O)c2noc(/C=C/c3ccc(Cl)c(Cl)c3)c12	99	-0.5
Cc1ccc(NC2SC(=O)NC2=O)cc1 (configuration not stated)	100	-0.6
O=C(CSc1nc(-c2ccc(F)cc2)[nH]c1-c1ccccc1)Nc1ccccc1	106	-1.7
CCC(=O)N1N=C2CC(C)(C)OCC2C1c1ccccc1 (configuration not stated)	101	-0.1
COc1ccc(NC(=O)C2COc3ccccc3C2)cc1Cl (configuration not stated)	108	0.3
O=S(=O)(c1ccc(Br)cc1)N1CCOCC1	103	0.6
O=C1OCCC1OC(=O)C12CC3CC(CC(C3)C1)C2 (configuration not stated)	100	-0.3
Cc1ccc(-c2nnc(N(CC(C)C)C(=O)c3ccco3)s2)cc1	104	0.5
CC(C)(C)C(=O)CSc1nc2c(sc(=S)n2CCc2ccccc2)c(=O)n1Cc1ccco1	105	1.3
Cc1c(N/C=C/C(=O)C(F)(F)F)c(=O)n(-c2ccccc2)n1C	98	-0.4
CCCN1CC=C2C(C#N)=C(N)C(C#N)(C#N)C3(C(=O)Nc4ccccc43)C2C1 (configuration not stated)	91	-2.4
CC(=O)N1c2ccccc2N(C)C(=O)C1(C)C	101	-0.1
CCCc1ccc(OCCNC(C)=O)c(OC)c1	101	-0.5
Cc1occc1-c1nnc(SCC(=O)NC(=O)NCc2ccccc2)n1Cc1ccccc1	102	0.1
O=C(CC1C(=O)N(c2ccccc2)C(=O)N1CCc1cccs1)Nc1ccc(Cl)cc1 (configuration not stated)	106	0.2
Nc1scc[n+]1CC(=O)[O-]	99	0
CCOC(=O)c1[nH]c2c(c1Cc1ccccc1C)C(=O)CC(c1cc(OC)ccc1OC)C2 (configuration not stated)	103	-0.7
CC(=O)Nc1ccccc1OCCN(Cc1ccccc1)C(=O)c1ccc(Cl)cc1	105	0.4
COc1cccc2c(C)nc(NC3=NCN(CC4CCCO4)CN3)nc12 (configuration not stated)	101	-0.2
CCC(=O)N1CCc2cc(CNC(=O)C(CC)c3ccccc3)ccc21 (configuration not stated)	110	0.7
Cc1ccc(Nc2cc(C(=O)NCCC3=CCCCC3)c3ccccc3n2)c(C)c1	100	-0.9
NCCN1C(=O)S/C(=C/c2ccccc2)C1=O	98	-1.8
COc1cccc(-n2cc[nH]c(=O)c2=O)c1	101	0
Cc1noc(C)c1COc1ccc(CC(=O)NCc2ccccc2)cc1	99	0.1
O=C(CO/N=C/c1ccccc1OC(F)F)N1CCc2ccccc21	107	0.6
O=C(c1ccccc1)C1CN(C2CCS(=O)(=O)C2)CCC1(O)c1ccccc1 (configuration not stated)	103	0.3
CC(=O)OCC(=O)Nc1ccc(I)cc1C	104	1
CCCCNC(=O)C(CC)Sc1nnc(-c2ccc(F)cc2)c(-c2ccc(F)cc2)n1 (configuration not stated)	109	0.5
COc1ccc(C(=O)Nc2ccccc2C(=O)OCc2cc(=O)n3nc(C4CC4)sc3n2)cc1	105	-0.4
COc1ccc(CNC(=O)C(=O)NCC(c2cccs2)S(=O)(=O)c2cccs2)cc1 (configuration not stated)	103	-0.9
CCOc1ccccc1CNC(=O)CCCn1ccc2cc(S(=O)(=O)N3CCCC3)ccc21	111	0.5
COc1cc(NC(=O)c2cn(C3CCCC3)c(=O)c3c2c2ccccc2n3C)cc(OC)c1OC	115	0.8
Cc1nc(N)sc1-c1nnc(SC/C=C/c2ccccc2)n1C	101	-0.3
CCN1CCC(NC2CCC(O)CC2)CC1 (configuration not stated)	97	-0.7
COc1ccccc1COc1ccc2c3c(c(=O)oc2c1C)CCCCC3	104	0.6
OCC12C3CC4C5C3C1C5C(F)(F)C42 (configuration not stated)	100	0
CCn1c(=O)c(=O)[nH]c2cc(C(=O)Nc3ccc4c(c3)CCC4)ccc21	106	0.4
COC(=O)c1ccc(NC(=O)Cc2coc3cc(C)ccc23)cc1	116	0.1
Cc1cc(C)n2nc(CC(=O)NC3CCCCCCC3)nc2n1	98	-1.3
COc1cccc(OC)c1C(=O)Nc1cc(Cl)ccc1N1CCOCC1	101	0.5
Cc1cc(C)cc(C(=O)NCC(c2ccc(N(C)C)cc2)N2CCOCC2)c1 (configuration not stated)	100	-0.3
Cc1ccc(C)c(Cn2c(C(=O)OC(C)C)cc3c2ccn3C)c1	103	0.3
CCOC(=O)Cc1nc2ccccc2o1	103	0.4
C1CCCC(NCCCN2CCOCC2)CC1	101	0.5
Cc1ccc2c(=O)c(C(=O)c3ccccc3)cn(CC(=O)Nc3ccc(C)c(Cl)c3)c2n1	114	1.2
COc1ccc(/C=N/N=C/c2ccc(OC)c(O)c2)cc1O	101	0.2
O=C(COC(=O)Cn1cnc2ccccc21)NC1CCCCCC1	99	-0.2
CC(NC(=O)c1cccc(NC(=O)c2nsc3ccccc23)c1)c1ccccc1 (configuration not stated)	102	-1.3
CCOC(=O)c1cnc(S/C=C/C(=O)c2ccc(Cl)cc2)nc1N	100	-0.5

Additional entries follow:
SMILES	Polio RdRp inh	Polio RdRp inh FP z-score
COCCCN1C(=O)c2[nH]nc(-c3ccccc3O)c2C1c1ccc(OC)cc1 (configuration not stated)	107	0.2
CC(Oc1ccccc1F)c1nnc(SCC(=O)c2ccc[nH]2)o1 (configuration not stated)	104	0.1
CCN(C(=O)C(C)Oc1ccccc1)c1ccccc1C (configuration not stated)	106	0.3
CCC1CCCCN1CC(=O)c1ccccc1Cl (configuration not stated)	109	0.9
CCN1C(=O)C(CC(=O)Nc2ccc(Br)cc2)N(CCNC(C)=O)C1=S (configuration not stated)	101	0.2
COc1cc(Br)cc(C=Nc2cccc(-c3nc4ccccc4o3)c2)c1O	102	0.2
Cc1ccc(C)c(S(=O)(=O)n2nc(C)c(S(=O)(=O)N3CCC(C)CC3)c2C)c1	101	-1.3
O=C1OC(c2ccccc2)=C/C1=C/c1ccco1	102	0
CCc1ccc(NC(=O)N(C2CCCC2)C2CCN(C(C)=O)CC2)cc1	100	-0.2
COc1ccc(Nc2ncc(C(=O)N3CCN(c4ccccc4OC)CC3)c3ccccc23)cc1	105	0
N#CCSc1nc2ccccc2c(=O)n1CCCn1c(SCC#N)nc2ccccc2c1=O	99	-1.1
CC1Oc2ccccc2N(CC(=O)c2ccccc2)C1=O (configuration not stated)	101	-0.1
COc1ccc2c(c1)c1c(c(=O)n(-c3cccc(C)c3)c(=O)n1CC(=O)NCC1CCCO1)n2C (configuration not stated)	98	-2.4
CC(NC(=O)CCOc1ccccc1)c1ccc(-n2ccnc2)cc1 (configuration not stated)	103	0.1
CCOC(=O)c1ccc(NC(=S)NCCCN2CCCC2=O)cc1	106	0.8
Cc1noc(C)c1S(=O)(=O)N(CC(=O)NCc1ccccc1)c1ccc(C(C)C)cc1	107	0.5
Cc1ccccc1NC(=O)Cn1nc(C)c2ccccc2c1=O	101	0
Cc1ccc(C(=O)Cc2ccccc2O)cc1	102	0.2
O=C(CCN1C(=O)NC2(CCCC2)C1=O)N1CCC(c2nc3ccccc3s2)CC1	105	0.3
O=C(NCCCN1CCCC1)c1ccc2c(c1)N(Cc1ccccc1F)C(=O)c1ccccc1S2=O (configuration not stated)	100	-0.4
CCOc1ccc(CN(CCc2ccc3c(c2)OCO3)Cc2cc(OC)cc(OC)c2)cc1	101	-1.1
O=C(O)CSc1nnc2c3ccccc3n(Cc3ccccc3)c2n1	103	0.3
COc1cc(/C=N/N=C/c2c[nH]c(=O)c(C#N)c2Nc2ccccc2)ccc1O	101	-0.1
Cc1nn(-c2ccccc2)nc1C(=O)c1c(C)[nH]n(-c2ccccc2)c1=O	102	0.1
CCc1ccc(Cn2nnc3c(=O)[nH]c(C4CCCN(C(=O)c5cccc(Cl)c5)C4)nc32)cc1 (configuration not stated)	99	-1.4
CCCCC(c1nnnn1CCc1ccccc1)N1CCN(C2CCCC2)CC1 (configuration not stated)	104	0.8
CCC1CCCCN1CCCNC(=O)c1c(O)nc2c(C)cccn2c1=O (configuration not stated)	104	-0.1
Cc1nnc(SCC(=O)c2c(-c3ccccc3)n(C)c3ccccc23)n(N)c1=O	98	-0.6
CC/C(C)=N/NC(=O)c1ccc(CSc2nncn2C)cc1	104	0.4

Screening data from PubChem BioAssay.
